# High-throughput results (PubChem)
# 14-3-3g Raf: 14-3-3 gamma protein interaction modulation. 0.19% of 160,000 active. AID 422. inhibition, % at 40 µM. FP, 14-3-3gamma / TMR-pS259-Raf peptide binding; in the data active means inhibition above about 30%;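 further: 0% = protein plus tracer without compound and 100% = blank with tracer alone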
# Target sequence (P61981 whole entry, looked up): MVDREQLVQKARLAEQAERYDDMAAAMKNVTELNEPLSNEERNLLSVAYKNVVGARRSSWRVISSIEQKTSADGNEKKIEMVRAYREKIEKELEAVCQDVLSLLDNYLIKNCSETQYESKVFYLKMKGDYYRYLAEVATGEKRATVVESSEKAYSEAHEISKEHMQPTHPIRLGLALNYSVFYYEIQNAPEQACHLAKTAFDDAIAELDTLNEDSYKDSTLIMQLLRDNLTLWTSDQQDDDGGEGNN
# * hit, by the source's call; & = joins results of further samples. A portion of the library; count on the stated rates, not on these rows.
14-3-3g Raf | mol
2 | COc1ccc(-n2c(SCC(=O)Nc3nccs3)nc3c(c2=O)SC(C)C3)cc1 (stereo unspecified)
-5 | COc1ccc(Cn2c(=S)[nH]c3cc(C(=O)Nc4ccc5c(c4)CCC5)ccc3c2=O)cc1
-9 | CSc1nnc(-c2cccs2)n1-c1ccccc1
-3 | COCCCNC(=O)c1ccc2c(c1)OCO2
-89 | N#Cc1ccc(-c2nc(-c3ccccc3)c(-c3cccs3)[nH]2)cc1
0 | CCCCCc1c(O)nc(SCC(=O)NCC2CCCO2)[nH]c1=O (stereo unspecified)
-10 | Cc1nc2ccccc2c2ccccc12
-6 | COc1ccc(C2C(C(C)=O)=C(C)Nc3ncnn32)cc1[N+](=O)[O-] (stereo unspecified)
-7 | Brc1cccc(-c2cnc3n2CCCCC3)c1
-9 | O=C(CN1C(=O)c2ccccc2S1(=O)=O)NCc1ccccn1
1 | NC(=O)C1(c2ccccc2)CCOCC1
-17 | C=CCN(C(=O)c1ccc(N2CC3CC(C2)c2cccc(=O)n2C3)c([N+](=O)[O-])c1)c1ccccc1 (stereo unspecified)
-3 | C(=N\n1cnnc1)/c1cccc(OCCOc2ccccc2)c1
-5 | CCOC(=O)C1CCN(C(=O)C2CCN(S(=O)(=O)c3ccc(Br)cc3)CC2)CC1
0 | Cc1cc(OCC(=O)Nn2cnnc2)c(C)cc1Br
-10 | c1cc2cc(C3=NCCN3)ccc2cc1C1=NCCN1
-6 | O=C(c1scc2c1CCCC2)N1CCCC1
5 | O=C1C2C3C=CC(C3)C2C(=O)N1c1ccc(F)cc1 (stereo unspecified)
-20 | Cc1sc2ncnc(SC3CCCCN(C(=O)c4ccc(F)cc4)C3=O)c2c1C (stereo unspecified)
-9 | CC1(C)Cc2c(C#N)c(NCC3CCCO3)nc(-c3ccco3)c2CO1 (stereo unspecified)
-12 | Fc1ccc(C2=NN3C(C2)c2ccccc2OC3c2ccccc2Cl)cc1 (stereo unspecified)
1 | COc1ccccc1OCCn1c(SCc2ccccc2)nc2ccccc21
5 | CCOC(=O)C1=CN(c2cc(C)ccc2C)C=C(C(=O)OCC)C1c1ccc(OC)cc1
-23 | CC(C)c1ccc(C(NC(=O)C2CCCCC2)c2cc([N+](=O)[O-])c3cccnc3c2O)cc1 (stereo unspecified)
-6 | CC(NS(=O)(=O)c1ccccc1)C(N)=O (stereo unspecified)
-3 | Cc1cccc(C)c1OCC(=O)Nc1ccc(Br)cc1C(=O)O
-3 | CC(=O)Oc1ccc2c(c1)C(C)=CC(C)(C)N2C(C)=O
-21 | CCc1ccc(NS(=O)(=O)c2ccc3[nH]cc(C(=O)NCCC4=CCCCC4)c(=O)c3c2)cc1
-20 | COC(=O)c1ccc(NC(=O)COc2ccccc2)cc1
3 | NC(=O)c1ccccc1NS(=O)(=O)c1ccc2c(c1)OCCO2

# Three compounds out of the list above, ordered by the value under 14-3-3g Raf, descending:
14-3-3g Raf | mol
-5 | CCOC(=O)C1CCN(C(=O)C2CCN(S(=O)(=O)c3ccc(Br)cc3)CC2)CC1
-9 | O=C(CN1C(=O)c2ccccc2S1(=O)=O)NCc1ccccn1
-23 | CC(C)c1ccc(C(NC(=O)C2CCCCC2)c2cc([N+](=O)[O-])c3cccnc3c2O)cc1 (stereo unspecified)

# (list continues)
14-3-3g Raf | mol
-5 | Cc1ccc(NS(=O)(=O)c2ccc(Cl)cc2)nc1
-8 | COC(=O)c1ccc(CSc2ncnc3c2sc2nc(N4CCOCC4)c4c(c23)CC(C)(C)OC4)o1
-2 | COC(=O)c1cccc(N2C(=O)C3C4CCC(C4)C3C2=O)c1 (stereo unspecified)
-1 | O=C(NCCCN1CCCCC1)C1CCN(S(=O)(=O)c2cccc3nsnc23)CC1
-2 | Cc1cc(=O)oc2cc(OC(=O)COc3ccccc3)ccc12
-7 | Cc1c(Cl)c([N+](=O)[O-])nn1CCCC(=O)NC1CCCCC1
-4 | COc1ccc(OC)c(C2NC(=O)NC(C)=C2C(=O)OCCc2ccccc2)c1Br (stereo unspecified)
-6 | O=C(Cc1cccs1)NC1(C(=O)Nc2ccc3c(c2)OCCO3)CCCCC1
-1 | COc1ccc(COC(=O)C2=C(C)NC3=C(C(=O)CC(C)(C)C3)C2c2ccc(O)c(OC)c2)cc1 (stereo unspecified)
-3 | O=C(c1cc(-c2ccc3c(c2)OCO3)on1)N1CCN(C(c2ccccc2)c2ccccc2)CC1
-5 | O=S1(=O)C=C(Sc2nc3ccccc3s2)c2ccccc21
-4 | CC(=O)Oc1ccc(NC(=O)CSc2ccccc2)cc1
2 | CC(C)CCn1c(Br)nc2c1c(=O)n(CC(N)=O)c(=O)n2C
-5 | CCCCCCOc1ccc(C2C(=O)N(C3CCCCC3)CC(=O)N2C2CC2)cc1 (stereo unspecified)
-4 | Cn1c(-c2ccc([N+](=O)[O-])cc2)nc2ccccc21
-6 | CCCCC1=NN(C(=O)c2cccc(C)c2O)C(O)(C(F)(F)F)C1 (stereo unspecified)
-1 | O=C(NCCn1ccc2ccccc21)c1ccccc1F
1 | CCCNC(=O)c1cc(C(C)C)on1
-9 | NCc1ccc2[nH]c3c(c2c1)CCCC3
-4 | Cn1cnnc1SCNC(=O)C(F)(F)F
-20 | CC(C)c1ccc(NC(=O)c2ccc(F)c(S(=O)(=O)NCc3ccco3)c2)cc1
10 | Cc1ccnc(NS(=O)(=O)c2ccc(NC(=O)C(C)(C)Oc3ccc(Cl)cc3)cc2)n1
2 | O=S(=O)(N=C(Nc1ccc2ccccc2c1)c1ccccc1)c1ccc(Cl)cc1
4 | CC(=O)c1ccc(OCCCC(=O)n2nnc3ccccc32)cc1
-60 | COc1ccc(OC)c(Nc2nc(-c3cc4c(ccc5ccccc54)oc3=O)cs2)c1
1 | O=C(c1cc2ccccc2o1)N1CCN=C1SCc1ccc(Br)cc1
-3 | Cc1ccc(S(=O)(=O)N2CCC(C(=O)NC(C)(C)C)CC2)cc1
-9 | Cc1ccc(NS(=O)(=O)c2ccc3c(c2)CCN3C(=O)C2CC2)cc1F
-2 | NC(=O)C1(N2CCCCC2)CCN(Cc2nc3ccccc3c(=O)[nH]2)CC1
-47 | CC1Cc2ccccc2N1S(=O)(=O)c1cccc2nsnc12 (stereo unspecified)

# The list goes on; the last 7 above are carried over.
14-3-3g Raf | mol
4 | CC(=O)c1ccc(OCCCC(=O)n2nnc3ccccc32)cc1
-60 | COc1ccc(OC)c(Nc2nc(-c3cc4c(ccc5ccccc54)oc3=O)cs2)c1
1 | O=C(c1cc2ccccc2o1)N1CCN=C1SCc1ccc(Br)cc1
-3 | Cc1ccc(S(=O)(=O)N2CCC(C(=O)NC(C)(C)C)CC2)cc1
-9 | Cc1ccc(NS(=O)(=O)c2ccc3c(c2)CCN3C(=O)C2CC2)cc1F
-2 | NC(=O)C1(N2CCCCC2)CCN(Cc2nc3ccccc3c(=O)[nH]2)CC1
-47 | CC1Cc2ccccc2N1S(=O)(=O)c1cccc2nsnc12 (stereo unspecified)
-3 | CN(C)c1cc[n+](C(=O)N2CCOCC2)cc1
13 | Cc1nnc(C)n1/N=C/c1cc(Br)cc(Br)c1O
2 | COc1ccc(OC)c2sc(NC(=O)C(C)C)nc12
-11 | COC(=O)c1oc2ccc(OC)cc2c1N
-2 | CCOC(=O)C1C(=O)C=C(C)C(C(=O)OCC)C1c1ccc(OC)cc1 (stereo unspecified)
-8 | Cc1ccc(N2C(=O)CSC2c2ccc([N+](=O)[O-])cc2)cc1F (stereo unspecified)
-3 | O=C(CSc1c2c(nc3ccccc13)CCCC2)NCC1CCCO1 (stereo unspecified)
-11 | O=c1[nH]c2cc(Cl)c(Cl)cc2[nH]c1=O
-3 | COc1ccc(NC(NC(C)=O)(C(F)(F)F)C(F)(F)F)c(OC)c1
-5 | COC(=O)CCNc1ccc2c(c1)OCCO2
-6 | O=c1oc2ccccc2cc1-c1cn(-c2ccccc2F)c(=S)[nH]1
13 | CCCNC(=O)C(=O)Nc1cccc(Cl)c1C
-7 | OC(CCCCn1ccnc1)c1ccccc1 (stereo unspecified)
-16 | CCCCSc1nnc2c(n1)OC(c1ccc3c(c1)OCO3)N(C(C)=O)c1ccccc1-2 (stereo unspecified)
-1 | COc1ccc(C(=O)c2ccc(N3CCOCC3)cc2)c(OC)c1
-6 | Cc1ccc2nc(SCc3cn4cc(Cl)ccc4n3)[nH]c2c1
-3 | O=C(O)c1ccc(-c2ccccc2)o1
-1 | O=C(CC(NCc1ccccc1)C(=O)O)Nc1ccc(Cl)cc1 (stereo unspecified)
7 | CC(CNCc1ccc2c(c1)OCO2)NCc1ccc2c(c1)OCO2 (stereo unspecified)
-25 | Cc1c2cccn2cc[n+]1CC(=O)c1ccccc1
-37 | COc1ccc(COC(=O)C2=C(C)NC3=C(C(=O)CC(c4cccs4)C3)C2c2ccc(Cl)cc2)cc1 (stereo unspecified)
-5 | COc1ccc(-c2nnc(SCC(=O)NCc3ccco3)n2C)cc1
-3 | CC(C)COC(=O)c1ccc(NC(=O)CCN2C(=O)c3cccc([N+](=O)[O-])c3C2=O)cc1
-10 | CCN(c1ccccc1)S(=O)(=O)c1cc(C(=O)Nc2ccc(Oc3ccccc3)cc2)ccc1F
-11 | COc1cccc(NC(=O)CCNS(=O)(=O)c2ccc3c(c2)CCN3C(C)=O)c1
-12 | c1ccc2c(c1)nc(NCC1CCCO1)c1nnnn12 (stereo unspecified)
-26 | N#Cc1c(NC(=O)CSc2nc(-c3ccco3)cc(C(F)(F)F)n2)sc2c1CCCC2
2 | O=C(Nc1ccccc1Cl)c1ccc(C(F)(F)F)cc1
-1 | COc1ccc(C(=O)CSc2nnc(CNc3ccc(C)cc3C)o2)cc1
-3 | CCc1ccc(C(=O)CC2(O)C(=O)N(CC)c3ccc(Br)cc32)cc1 (stereo unspecified)
-8 | Cc1ccc(S(=O)(=O)CCC(=O)Nc2cccc(Cl)c2)cc1
-2 | O=C(C1CCCN(S(=O)(=O)Cc2ccccc2)C1)N1CCCCC1 (stereo unspecified)
-3 | COC(=O)c1c(NC(=O)c2ccc(OC)c(Br)c2)sc2c1CCCC2
2 | COC(=O)C1=CNC=C(C(=O)OC)C1c1cc(Br)ccc1OC
-11&-52 | CC(=O)Nc1nonc1-c1nc2ccccc2n1CCC(C)C
1 | O=C(Cn1cnc2ccccc2c1=O)OCCCCN1C(=O)c2ccccc2C1=O
-2&13 | O=C(NCc1n[nH]c(=S)n1-c1ccccc1)c1ccc(S(=O)(=O)N2CCOCC2)cc1
-3 | Cn1c2ccccc2c2ncn(CCN3CCOCC3)c(=O)c21
-82 | Cc1ccc(CN2C(=O)C(O)(CC(=O)c3ccncc3)c3ccccc32)cc1 (stereo unspecified)
5 | Clc1ccc(C2C=C(c3ccccc3)Nc3ncnn32)cc1 (stereo unspecified)
-19 | O=C(c1cccc(-n2c(=S)[nH]c3cc(Cl)ccc3c2=O)c1)N1CCN(Cc2ccc3c(c2)OCO3)CC1
6 | CCOc1ccc(C2C(C(=O)OCCSCC)=C(C)NC3=C2C(=O)CCC3)cc1 (stereo unspecified)
-1 | Cc1cc(C(=O)N2CCN(C/C=C/c3ccccc3)CC2)no1
3 | O=C(NCc1ccncc1)c1ccc(Br)cc1
0 | O=c1n(Cc2ccc(Cl)cc2)c2sc3c(c2c2ncnn12)CCCC3
-3 | Cc1cc(C)cc(NS(=O)(=O)c2c(C)nn(C)c2C)c1
1 | O=S(=O)(c1ccc2nc(Cc3cccc(C(F)(F)F)c3)[nH]c2c1)N1CCOCC1
-2 | CCCCn1c(=NC(=O)c2ccccc2C(F)(F)F)c(C(=O)OCC)cc2c(=O)n3ccccc3nc21
-4 | NC(Cc1cccc2nsnc12)C(=O)O (stereo unspecified)
-12 | O=S(=O)(Nc1cccc(F)c1)c1cccnc1
0 | O=C(Nc1cccc(C(F)(F)F)c1)c1ccco1
-2 | CCn1c(=O)n(CC(=O)NCC2COc3ccccc3O2)c(=O)c2ccccc21 (stereo unspecified)
3&5 | Cc1cc(C)n(-c2ncnc3sc4c(c23)CC(C)CC4)n1 (stereo unspecified)
0 | CCOc1ccccc1C(=O)N1c2ccccc2Sc2ccccc21
-6 | COc1cccc(-c2nn3c(-c4cccc(C)c4)nnc3s2)c1
-2 | Cc1ccc2c(CC(=O)NCc3ccco3)coc2c1C
2 | COC(=O)\C(C(C)=O)=C(/C=C/C=C/N(C)C)N(C)C
-8 | Cc1ccc(Nc2nc(CSc3nnc(-c4cccs4)o3)cs2)cc1
-6 | Cc1cc(-c2ccccc2)c(C#N)c(N)n1
-8 | CC(=O)c1cccc(NC(=O)Nc2cnn(Cc3ccc(F)cc3)c2)c1

# Additional compounds
14-3-3g Raf | mol
-8 | N/C(=N\c1nc2ccccc2o1)NC(=O)c1ccccc1Br
-6 | Cn1c(=O)c2c(SCC(=O)NCc3ccco3)nc(CC(C)(C)C)nc2n(C)c1=O
-4 | COc1ccc(CNC(=O)c2cc(-c3ccc(OC)c(OC)c3)on2)cc1
-1 | CCOc1ccc(C(=O)Nc2ccc(C(=O)Nc3cccc4ccccc34)cc2)cc1Cl
-7 | COc1ccc(OC)c(C(c2nnnn2Cc2ccccc2)N2CCN(C)CC2)c1 (stereo unspecified)
-5&-8 | CCCC(=O)Nc1ccc2oc(-c3cccnc3)nc2c1
-3 | COC(=O)c1ccc(/C=N/n2cnnc2)cc1
-2 | Cn1c(SCC(=O)NCc2ccco2)nnc1-c1cccs1
0 | CCCN(CC1CC1)C1CC(=O)N(c2ccc(C)cc2)C1=O (stereo unspecified)
-24 | O=C(Cn1c2ccccc2c(=O)c2ccccc21)Nc1ccc(OCc2ccccc2)cc1
-4 | O=C(c1ccco1)N1CCC(c2ccccc2)C1 (stereo unspecified)
8 | Cc1nc(N2CCCCC2)c2c(C)c(C(=O)N(C)C3CCCCC3)sc2n1
-2 | CCOC(=O)c1cnc2c(C)cc(Cl)cc2c1NCCN1CCOCC1
-23 | CC1CCCC(NC(=O)C2N(C3CCCCC3C)C(=O)C3C(C(=O)Nc4ccc(Cl)cc4)C4C=CC32O4)C1C (stereo unspecified)

# Reformatted with each value named: 2 of the compounds above
> Cc1ccc(CN2C(=O)C(O)(CC(=O)c3ccncc3)c3ccccc32)cc1 (stereo unspecified)
  14-3-3g Raf: -82

> Clc1ccc(C2C=C(c3ccccc3)Nc3ncnn32)cc1 (stereo unspecified)
  14-3-3g Raf: 5
